Sm TGR block: blocks Schistosoma mansoni thioredoxin glutathione reductase; 3% of 360,000 active; Potency, µM (titrated, usually from 114 µM), for the others: top-dose activity change, negative = inhibition, hits mostly inhibitors; AID 485364; Q962Y6; purified TGR, DTNB reduction, TNB absorbance 405 nm; note: potency is the fitted concentration of half-maximal effect; nearly all actives have a fitted effect of over 60% in size
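Kinetic colorimetric format: TGR-catalysed, NADPH-driven DTNB reduction monitored via TNB absorbance. Enzyme dispensed at 20 nM; compound exposure 15 min at room temperature before reaction start.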
FBPA Giardia inh: inhibitors of Giardia lamblia fructose-1,6-bisphosphate aldolase | Potency, µM (highest dose often 59.6 µM), for inactives: at the highest dose activity, negative = inhibition, most hits filed as inhibitors | 0.71% of 290,000 active | A8B2U2 | AID 2451 | purified Giardia FBPA; note: potency is the fitted concentration of half-maximal effect; nearly all actives have a fitted effect of over 55% in size
Target sequence (A8B2U2 whole entry, looked up): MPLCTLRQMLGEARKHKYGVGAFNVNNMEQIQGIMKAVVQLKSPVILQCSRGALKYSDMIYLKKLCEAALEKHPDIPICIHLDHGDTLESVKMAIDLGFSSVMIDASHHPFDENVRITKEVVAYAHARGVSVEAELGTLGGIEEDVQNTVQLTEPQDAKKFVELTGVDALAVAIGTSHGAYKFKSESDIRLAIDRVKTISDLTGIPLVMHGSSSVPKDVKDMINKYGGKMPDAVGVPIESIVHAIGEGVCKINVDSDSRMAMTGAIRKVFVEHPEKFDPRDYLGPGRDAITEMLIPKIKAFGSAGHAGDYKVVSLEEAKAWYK
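40 nM FBPA preincubated 10 min at RT with compound (up to 57.5 uM final), then substrate plus GAPDH/TPI/NAD/arsenate coupling and diaphorase/resazurin added. Fluorescence read after 20 min at RT, 525/598 nm.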
AMA1 RON2 block: inhibitors of Plasmodium falciparum AMA1-RON2 interaction; Potency, µM (doses to about 58.2 µM), for the others: at the highest dose activity change, negative = inhibition, hits mostly inhibitors; AID 720542; 0.2% of 360,000 active; AlphaScreen AMA1-biotinylated RON2 peptide binding;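 note: potency is the fitted concentration of half-maximal effect; 0% = vehicle wells and -100% = peptide control; nearly all actives have a fitted effect of over 45% in size; some results filed as inactive show a strong effect at the top dose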
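AMA1 (3D7) with his tag at 25 nM final met compounds first, then biotinylated RON2 peptide at 25 nM; detection used donor plus acceptor beads, 10 µg/mL apiece, read by AlphaScreen after 30 min at room temperature.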
AmpC no deterg: inhibitors of E. coli AmpC beta-lactamase without detergent; Potency, µM (highest dose often 57.1 µM), for inactives: at the highest dose activity change, negative = inhibition, usual class: inhibitors; P00811; 0.52% of 330,000 active; AmpC nitrocefin hydrolysis, absorbance 480 nm, 0.0001% Triton;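 note: potency is the fitted concentration of half-maximal effect; plate controls were no compound for no effect and no enzyme for full effect; nearly all actives have a fitted effect of over 20% in size; some results filed as inactive show a strong effect at the top dose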
Target sequence (P00811 whole entry, looked up): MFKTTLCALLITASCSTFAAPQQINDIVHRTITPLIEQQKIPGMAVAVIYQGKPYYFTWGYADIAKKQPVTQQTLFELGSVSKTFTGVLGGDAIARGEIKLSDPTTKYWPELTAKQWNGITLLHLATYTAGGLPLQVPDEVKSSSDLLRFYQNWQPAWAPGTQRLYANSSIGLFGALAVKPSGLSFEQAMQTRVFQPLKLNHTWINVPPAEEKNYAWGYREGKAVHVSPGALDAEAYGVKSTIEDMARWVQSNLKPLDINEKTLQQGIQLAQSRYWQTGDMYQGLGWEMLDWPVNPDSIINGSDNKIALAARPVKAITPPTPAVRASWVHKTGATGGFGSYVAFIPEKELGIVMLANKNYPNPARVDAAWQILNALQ
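AmpC (5.3 nM in the dispensed reagent) in 20 mM phosphate pH 7.0 with 0.01% (detergent screen) or 0.0001% Triton X-100 was preincubated with compounds for 15 min at room temperature. Nitrocefin was then added from an 800 uM solution, and hydrolysis was followed at 480 nm.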
AmpC detergent: inhibitors of E. coli AmpC beta-lactamase with detergent. Potency, µM (titrated, usually from 114 µM), for inactives: at the top dose activity change, negative = inhibition, hits mostly inhibitors. AmpC hydrolysis of nitrocefin, absorbance 480 nm, 0.01% Triton. 0.041% of 370,000 active. P00811;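 note: potency is the fitted concentration of half-maximal effect; 0% = no-compound wells and -100% = no-enzyme wells; nearly all actives have a fitted effect of over 25% in size; some results filed as inactive show a strong effect at the top dose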
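20 mM phosphate pH 7.0 + 0.01% (detergent screen) or 0.0001% Triton X-100; 5.3 nM AmpC reagent; cpd preinc 15 min RT; nitrocefin (800 uM stock) to start; A480 q20 s × 4 min; Activity was normalised to no-enzyme and no-compound control wells.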
HCMV inh: blocks human cytomegalovirus replication. HFF cells, HCMV-luciferase reporter, 72 h; hits give low values. activity change, negative = inhibition, % at 57.5 µM. 4.5% of 410,000 active; in the data active = activity change below about -60%; inconclusive = no clear call, values can overlap the other calls; inactive = above about -39%
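Luciferase read-out from HCMV-luciferase-infected HFFs (MOI 1 PFU/cell) 72 h post infection at 37C; compounds added after 16 h cell attachment; activity normalized between buffer-only basal and Salinomycin (10uM) inhibitor controls.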
* hit, by the source's call; ? = inconclusive; . = no result given; & = joins results of further samples; [ ] = another dose, or the depositor's remark. Unless noted, calls come from the whole dose curve; as a rule, active = well fitted curve in the direction sought with a large enough effect; inconclusive = small, poorly fitted or top-dose-only effect, or another doubt; inactive = no such curve, though single readings can be large; an effect the other way counts as inactive or inconclusive. Unless noted, % is set by controls: 0 for no effect and ±100 for the full control effect.

SMILES	Sm TGR block	FBPA Giardia inh	AMA1 RON2 block	AmpC no deterg	AmpC detergent	HCMV inh
C=CCn1c(O)c(C(C)=NCCCn2ccnc2)c(=O)[nH]c1=O	9%	-4%	-29%	-2%	3%	-14
Cc1cccc(NC(=O)C2SC(=Nc3c(C)cccc3C)C(C(=O)N3CCOCC3)=C2N)c1 (stereo unspecified)	-10%	-9%	-10%	191%[activator]	-5%	-7
O=C(CCCN1C(=O)c2cccnc2Oc2ccc(Cl)cc21)N1CCCCC1	13µM*	14%	-11%	38%	-3%	20
CCc1ccc(-c2csc(NC(=O)C3=NN(c4ccccc4)C(=O)CC3)n2)cc1	-7%	-10%	15%	-37%	-5%	-22
COc1cccc(CNS(=O)(=O)c2c(C)nc3scc(C)n3c2=O)c1	-12%&10%	-4%	-16%	-20%	3%&1%	-14&18
NC(=O)c1nsc(C(=O)N(c2ccccc2)C(C(=O)NC2CCCC2)c2ccc3ncccc3c2)c1N (stereo unspecified)	5%	1%	5%	0%	4%	?
Cc1ccc(-c2nc(C3CCCN(S(=O)(=O)c4ccc(C(C)(C)C)cc4)C3)no2)cc1 (stereo unspecified)	10%	3%	-2%	4%	-10%	26
Cc1c(C(=O)NC2CCOC2)oc2c(F)cccc12 (stereo unspecified)	3%	-4%	8%	-6%	-2%	107
O=C(O)c1cccc(C(=O)c2cccc(C(=O)O)c2)c1	0%	0%	11%	-9%	?	?
CC(=O)Nc1ccc(S(=O)(=O)/N=C2\C(=O)c3ccccc3C([O-])=C2n2cc[n+](-c3ccccn3)c2)cc1	7.1µM*	?	12%	-8%	4%	?
O=C(CCn1c(=S)oc2ccccc21)Nc1ccc(F)cc1	7%	0%	-3%	91%[activator]	3%	-13
COC(=O)CCC(=O)Nc1cccc([N+](=O)[O-])c1	0%	1%	-4%	-19%	9%	-5
O=[N+]([O-])c1cnccc1Nc1ccc(Cl)cc1	-1%	5%	-16%	-21%	1%	?
Cc1ccc(NC(=O)CCNS(=O)(=O)c2ccc3[nH]c(=O)oc3c2)cc1	11%	.	13%	-21%	1%	-19
CCCOc1ccc(NC(=O)CC2C(=O)N(C)C(=S)N2Cc2cccs2)cc1 (stereo unspecified)	-13%	-1%	4%	-2%	0%	-11
COCCN(CC(=O)NCc1ccc2c(c1)OCO2)C(=O)CCC(=O)Nc1nccs1	0%	3%	13%	-7%	-12%	-16
CCCc1cc(=O)[nH]c(SCC(=O)N2CCN(c3ccc(F)cc3)CC2)n1	-16%	1%	0%	1%	1%	-17
CN1CCCN(C(=O)c2ccc(Cl)c(S(=O)(=O)N(C)c3ccccc3)c2)CC1	-4%	-12%	3%	-4%	-15%	-22
Cc1cc(C)n2nc(NCc3ccccc3)nc2n1	-4%	9%	-5%	.	1%	15
CSc1nc2nccc(-c3ccc(Oc4ccccc4)cc3)n2n1	-8%	0%	3%	66%[activator]	1%	-17

Part of the list above, reformatted.
molecule | Sm TGR block | FBPA Giardia inh | AMA1 RON2 block | AmpC no deterg | AmpC detergent | HCMV inh
COC(=O)CCC(=O)Nc1cccc([N+](=O)[O-])c1 | 0% | 1% | -4% | -19% | 9% | -5
O=[N+]([O-])c1cnccc1Nc1ccc(Cl)cc1 | -1% | 5% | -16% | -21% | 1% | ?
Cc1ccc(NC(=O)CCNS(=O)(=O)c2ccc3[nH]c(=O)oc3c2)cc1 | 11% | . | 13% | -21% | 1% | -19
CCCOc1ccc(NC(=O)CC2C(=O)N(C)C(=S)N2Cc2cccs2)cc1 (stereo unspecified) | -13% | -1% | 4% | -2% | 0% | -11
COCCN(CC(=O)NCc1ccc2c(c1)OCO2)C(=O)CCC(=O)Nc1nccs1 | 0% | 3% | 13% | -7% | -12% | -16
CCCc1cc(=O)[nH]c(SCC(=O)N2CCN(c3ccc(F)cc3)CC2)n1 | -16% | 1% | 0% | 1% | 1% | -17
CN1CCCN(C(=O)c2ccc(Cl)c(S(=O)(=O)N(C)c3ccccc3)c2)CC1 | -4% | -12% | 3% | -4% | -15% | -22
Cc1cc(C)n2nc(NCc3ccccc3)nc2n1 | -4% | 9% | -5% | . | 1% | 15
CSc1nc2nccc(-c3ccc(Oc4ccccc4)cc3)n2n1 | -8% | 0% | 3% | 66%[activator] | 1% | -17

The results go on.
SMILES	Sm TGR block	FBPA Giardia inh	AMA1 RON2 block	AmpC no deterg	AmpC detergent	HCMV inh
Cc1ccc(CCNC(=O)c2cc(S(=O)(=O)N3CCCCC3)c[nH]2)cc1	-13%	-4%	-1%	-37%	-19%	-6
C=CCn1c(SCc2ccccc2)nc(O)cc1=O	-3%	0%	-4%	-40%	1%	-4
Cc1cc(C(=O)N2CCCC(C(=O)c3ccc(Oc4ccccc4)cc3)C2)n[nH]1 (stereo unspecified)	7%	0%	-12%	145%[activator]	?	-9
CN1CCN(CCCNC(=O)c2ccc(CS(=O)(=O)c3ccc(Br)cc3)o2)CC1	-19%	-1%	-2%	0%	-15%	-38
Cc1ccc2c(c1)C(O)(CC(=O)c1cccc(-n3cccc3)c1)C(=O)N2 (stereo unspecified)	-1%	-3%	-10%	-12%	14%	-10
O=C1CCCN1CCCNc1ccc2nnc(CCC(=O)N3CCN(c4ccccc4)CC3)n2n1	3%	-2%	0%	68%[activator]	-11%	-35
Clc1cccc(CNCCCSc2nnnn2-c2ccccc2)c1	-8%	.	.	.	-5%	-4
O=C(CCNS(=O)(=O)c1ccc(Cl)cc1)OCC(=O)c1ccc[nH]1	0%	1%	-3%	-24%	0%	20
C/C(=N\Nc1cc(N2CCOCC2)nc(C)n1)c1cccc([N+](=O)[O-])c1	-12%	-3%	-2%	-10%	?	-35
CC(=O)c1ccc(N2CCN(S(=O)(=O)c3ccc4c(c3)CC(=O)N4C)CC2)cc1	9%	-5%	5%	64%[activator]	-10%	-37
CCOC(=O)c1c(S(=O)(=O)N2c3ccccc3CC2C)c(C)n(C)c1C (stereo unspecified)	3%	1%	-11%	27%	?	-5
CCOC(=O)NCc1cc(-c2nn(C)c(=O)c3ccccc23)ccc1C	-3%	-25%	-4%	8%	-26%	11
Cc1ccn2c(Nc3ccccc3)c(-c3c[nH]c4ccccc34)nc2c1	0%	.	.	.	-3%	75
Cc1ccc2nc(CCc3nc4ccc(C)cc4o3)oc2c1	1%	2%	4%	-9%	-23%	-6
CCCCNC(=O)c1cn(CC)c2cc(N3CCN(C(=O)c4ccco4)CC3)c(F)cc2c1=O	-11%	8%	-14%	66%[activator]	-3%	1
CCN(Cc1ccccc1)C(=O)CCc1nnc(CCCc2ccccc2)o1	-5%	5%	6%	132%[activator]	2%	-8
COC(=O)c1cc(OC)c(OC)cc1NC(=O)c1cc(OC)cc(OC)c1	3%[57.1 µM]	-1%	0%	4%	-3%	4
Cc1cc(C(=O)O)c(C)n1-c1ccccc1	1%	7%	-9%	-11%	?	26
O=C(Cc1ccccc1)N1CCN=C1SCc1ccc([N+](=O)[O-])cc1	-9%	-1%	-5%	-15%	-2%	18
O=C1CC(C(=O)N2CCN(S(=O)(=O)c3cccc(F)c3)CC2)CN1Cc1ccccc1Cl (stereo unspecified)	-10%	.	60%[activator]	110%[activator]	-14%	-9

Some of these compounds in order of formula weight, smallest number first:
SMILES	Sm TGR block	FBPA Giardia inh	AMA1 RON2 block	AmpC no deterg	AmpC detergent	HCMV inh
Clc1cccc(CNCCCSc2nnnn2-c2ccccc2)c1	-8%	.	.	.	-5%	-4
CCOC(=O)c1c(S(=O)(=O)N2c3ccccc3CC2C)c(C)n(C)c1C (stereo unspecified)	3%	1%	-11%	27%	?	-5
CCN(Cc1ccccc1)C(=O)CCc1nnc(CCCc2ccccc2)o1	-5%	5%	6%	132%[activator]	2%	-8

(cont.)
SMILES	Sm TGR block	FBPA Giardia inh	AMA1 RON2 block	AmpC no deterg	AmpC detergent	HCMV inh
COc1ccc(CCNC(=O)CCCCn2c(=O)c3ccccc3n(Cc3cc(C)ccc3C)c2=O)cc1OC	0%	.	.	.	22%	14
CCOC(=O)c1c(C)[nH]c(C(=O)/C(C#N)=C/c2ccc(OC(F)F)c(OC)c2)c1C	-12%	2%	3%[2.32 µM]	-43%	-2%	41
CCC1(C)SC(N)=NN1C(C)=O (stereo unspecified)	45%[activator]	0%	-7%	-13%	-8%	-3
O=C1CCCC2=C1C(c1ccccc1)C1C(=O)c3ccccc3C1=N2 (stereo unspecified)	-24%	-12%	?	-45%	1%	20
Cc1ccccc1Cn1nc(C)c(NC(=O)c2cc(CC(C)C)on2)c1C	5%&2%	-2%	-18%	63%[activator]	-2%&20%	0&-12
CC(C)C(=O)NN(C(=O)c1ccccc1)c1ccccc1	0%	-1%	1%	-16%	5%	6
COc1ccc(/C=N/NC(=O)c2ccc(COc3ccccc3Cl)o2)cc1	1%	-2%	-6%	-20%	5%	-5
COC(=O)COc1ccc(S(=O)(=O)Nc2ccc3c(c2)OCO3)cc1	-8%	-20%	-2%	-15%	0%	42
CC(C)C(C)NC(=O)COn1nnc2ccc(S(=O)(=O)N3CCOCC3)cc21 (stereo unspecified)	5%	.	-1%	-11%	7%	13
CC(=O)Oc1ccc2c(c1)c(C(C)=O)c(C)n2C	0%	2%	-4%	-10%	1%	-20
CCN1CCN(CCC(=O)Nc2cc(C)ccc2C)CC1	-3%	3%	0%	-3%	5%	4
Cc1ccc(C(=O)N/C(=C\c2ccc(-c3cc(Cl)ccc3Cl)o2)C(=O)NCc2cccnc2)cc1	-4%	-15%	-5%	-30%	-7%	-4
c1ccc(-c2nc(NCc3cccnc3)c3ccccc3n2)cc1	18%	-9%	-3%	17%	0%	-13
CC(C)(C)NNC(=S)Nc1cccc(C(F)(F)F)c1	-17%	-24%	70%[activator]	-1%	9%	-25
COc1ccc(C(CNC(=O)c2oc3ccc(Cl)cc3c2C)N2CCCCC2)cc1 (stereo unspecified)	10%&8%	12%	11%	3%	-16%&-5%	-21&10
CCOC(=O)c1c(-c2cccc(C)c2)csc1NC(=O)C1CC=CCC1C(=O)O (stereo unspecified)	3%	29%	0%	-59%	-2%	22
Cc1cc(C)nc(SCC(=O)Nc2ncc(Cc3ccc(Cl)c(Cl)c3)s2)n1	24%	13%	10%	-45%	7%	34
CC(=O)Nc1cc(NC(C)=O)cc(C(=O)OC(C)C(=O)Nc2ccc(S(=O)(=O)N3CCCC3)cc2)c1 (stereo unspecified)	-2%	.	10%	2%	0%	30
CN(Cc1ccccc1)C(=C(Cl)Cl)/C(=C1/NCCN1Cc1ccc(Cl)nc1)[N+](=O)[O-]	-11%	0%	-4%	56%	?	-29
Cc1cc(N2CCCC2=O)ccc1S(=O)(=O)Nc1c(C)nn(C)c1C	11%	-3%	-4%	-13%	4%	?
COc1cccc2cc(C(=O)Nc3ccc(S(=O)(=O)NCC4CCCO4)cc3)c(=O)oc12 (stereo unspecified)	-5%	3%	-4%	-3%	2%	1

Compound activity deposited in PubChem BioAssay by National Center for Advancing Translational Sciences (NCATS).

Compounds as they come; 7.8% or so of the library scored in one or more.
